Screens as filed in PubChem.
iPSC survival up: increases survival of single human iPS cells | hiPSC single-cell survival, ATPlite luminescence; 100% = ROCK inhibitor wells, 0% = DMSO | survival enhancement, % at 20 µM | 0.044% of 360,000 active | AID 602274; in the data active = survival enhancement above about 18%;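 also: cells exposed to compounds for 16 hours before the ATP read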
ABCB6 inh MLPCN: human ABCB6 transporter inhibition; Q9NP58; K562-ABCB6 porphyrin accumulation, flow cytometry, 1 h; hits give low values; fluorescence ratio to DMSO, % at 10 µM; 0.19% of 360,000 active; AID 602162;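 active = fluorescence ratio to DMSO below 75%, the collection mean minus 3 SD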;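 also: signal is porphyrin accumulated inside mitochondria; 100% equals median channel fluorescence of DMSO control wells; lower ratio means ABCB6 inhibition with less porphyrin fluorescence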
Target sequence (Q9NP58 whole entry, looked up): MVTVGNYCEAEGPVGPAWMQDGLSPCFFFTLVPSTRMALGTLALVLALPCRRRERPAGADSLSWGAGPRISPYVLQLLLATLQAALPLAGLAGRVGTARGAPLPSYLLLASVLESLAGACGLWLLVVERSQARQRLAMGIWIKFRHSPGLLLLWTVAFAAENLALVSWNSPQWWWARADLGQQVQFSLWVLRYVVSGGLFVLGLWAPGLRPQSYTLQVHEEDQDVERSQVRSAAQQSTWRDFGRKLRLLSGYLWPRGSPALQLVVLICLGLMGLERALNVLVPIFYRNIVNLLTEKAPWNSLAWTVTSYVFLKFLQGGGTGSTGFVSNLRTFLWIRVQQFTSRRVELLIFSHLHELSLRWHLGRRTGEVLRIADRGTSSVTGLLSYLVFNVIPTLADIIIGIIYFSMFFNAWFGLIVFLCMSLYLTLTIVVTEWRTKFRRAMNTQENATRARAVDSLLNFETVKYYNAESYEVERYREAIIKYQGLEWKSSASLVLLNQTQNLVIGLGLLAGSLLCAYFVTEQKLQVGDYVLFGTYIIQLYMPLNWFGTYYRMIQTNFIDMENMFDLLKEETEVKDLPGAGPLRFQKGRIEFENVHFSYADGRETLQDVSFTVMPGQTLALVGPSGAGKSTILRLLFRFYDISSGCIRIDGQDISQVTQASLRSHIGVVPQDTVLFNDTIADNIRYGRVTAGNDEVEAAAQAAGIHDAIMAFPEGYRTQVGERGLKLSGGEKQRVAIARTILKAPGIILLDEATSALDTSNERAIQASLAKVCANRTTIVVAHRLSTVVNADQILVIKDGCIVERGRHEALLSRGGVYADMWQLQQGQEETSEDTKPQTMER
HTR2A ag: mouse HTR2A agonism via beta-arrestin recruitment; AID 624169; P35363; 0.66% of 360,000 active; CHO-K1 mHTR2A beta-arrestin complementation, luminescence; percent of 30 µM serotonin response; activation, % at 7.6 µM;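 active = activation above a run cutoff, the mean activation of all tested compounds plus 3 SD, cut at about 14% in these data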;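 also: 0% = plate median of compound wells and 100% = 30 µM serotonin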
Glyco luc inh: blocks N-linked glycosylation in D54 reporter cells; D54 ERlucT glycosylation luciferase reporter, 24 h; percent of 100 nM tunicamycin response; reporter increase, % at 12.5 µM; 0.23% of 360,000 active; AID 588692;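 active = mean luciferase reporter signal, scaled so untreated is 0 and the glycosylation-blocking control 100, at or above a set limit in every replicate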;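 also: luciferase carries N-glycosylation sites so blocking glycosylation raises the light; 0% = median of neutral control wells and 100% = median of 100 nM tunicamycin wells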
Exocytosis inh: blocks lytic granule exocytosis. TALL-104 LAMP-1 surface exposure, flow cytometry; cells stimulated with thapsigargin and PMA. inhibition, % at 10 µM. 0.66% of 360,000 active. AID 651702;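 active = inhibition above about 55%, limit read from the data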
Vif inh: HIV Vif inhibition; inhibition, % at 7.49 µM; AID 602346; HEK293T cells, Vif self-association by quenched fluorescence, imaging, 24 h; 0.35% of 340,000 active; in the data active = inhibition above about 50%, passing the limit was not always enough; also: some results filed as inactive read as strong as hits
aDG glyco up: increases alpha dystroglycan glycosylation. Pro5-aDG cells, alpha-DG glycosylation AlphaScreen (IIH6); 0% Pro5, 100% B10-LARGE cell signal. activation, % at 10 µM. 0.22% of 360,000 active;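 active = activation of at least 8% versus controls, or a plate z-score of at least 8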;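 also: Pro5 are CHO cells carrying HIG-tagged alpha-DG that lacks glycosylation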
PDI inh: PDI (human) enzyme inhibition. P07237. PDI insulin aggregation turbidity, A650, 90 min. inhibition, % at 10 µM. 0.052% of 350,000 active. AID 588391;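 active = mean inhibition across replicates of 30% or more, whatever share of single replicates reach that level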;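 also: absorbance from insulin aggregation driven by PDI reduction with DTT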
CaV13 ICDI inh: Primary screen for inhibitors of IQ motif and Ca2+-dependent inactivation inhibitor domain binding in CACNA1D, Förster resonance energy transfer in living cells, …; HEK cells, CFP/YFP FRET ICDI-IQ, plate reader, 10 min; percent FRET-ratio fall versus neutral wells; 0.098% of 340,000 active; AID 743397; inhibition, % at 12.3 µM;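 active = mean replicate inhibition of at least 30% and at least 1% of replicates passing that level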;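 also: 0% = median of the neutral control wells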
H9c2 protect: modulators protecting cardiomyocytes from myocardial damage; H9c2 cardiomyocytes, H2O2 injury protection, ATPLite, 2 h; protection from H2O2 cell death, % at 20 µM; 0.63% of 360,000 active;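 active = compounds giving at least 50% protection of heart cells from peroxide-induced death in the single-dose screen, raw or plate-pattern-corrected value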;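 also: 0% = DMSO wells with peroxide and 100% = DMSO wells without peroxide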
* hit, by the source's call; . = not tested or not shown.

The first eight records, to show the layout:
SMILES | iPSC survival up | ABCB6 inh MLPCN | HTR2A ag | Glyco luc inh | Exocytosis inh | Vif inh | aDG glyco up | PDI inh | CaV13 ICDI inh | H9c2 protect
COc1ccccc1C(CNC(=O)c1cccc(S(=O)(=O)N2c3ccccc3CC2C)c1)N(C)C (stereo not given) | -1.5 | 100 | -9 | -2 | -8 | 1 | 0.2 | -5 | -2 | 8
CC1(C(=O)NS(=O)(=O)c2cccc(F)c2)CCN1C(=O)Cc1cc(F)ccc1F (stereo not given) | 0.9 | 103 | 2 | 0 | -1 | 2 | 0.0 | 10 | -11 | -1
COc1cccc(-c2nc(-c3ccccc3)nc(N3CCN(C)CC3)c2C#N)c1 | -0.2 | 105 | -9 | 13 | 1 | -3 | 0.3 | -2 | -6 | 17
CCOCc1nnc(NC(=O)c2c(OC)cccc2OC)s1 | 0.7 | 95 | 2 | 0 | -3 | . | -0.4 | -2 | -5 | -1
Cc1cccc(C)c1NC(=O)C1CCCN1S(=O)(=O)c1ccc2c(c1)n(C)c(=O)c(=O)n2C (stereo not given) | 3.1 | 100 | -2 | 0 | 0 | 9 | 0.3 | . | . | 6
CC(C)N(C(=O)[C@H]1C[C@H](CC(=O)NCc2cccc(C(F)(F)F)c2)C(=O)N2CCc3c([nH]c4ccc(Cl)cc34)[C@]12C)C(C)C | 0.7 | 100 | 1 | -4 | 0 | 5 | 0.5 | -1 | -7 | -18
CCc1ccccc1NC(=O)CCS(=O)(=O)c1ccc(C)cc1 | -0.6 | 103 | -1 | 1 | 0 | -13 | -0.1 | -9 | -3 | 0
Cc1sc2ccccc2c1CNC[C@H]1O[C@@H](n2cnc3c(N)ncnc32)[C@H](O)[C@@H]1O | -3.2 | 99 | -6 | -2 | -2 | 10 | -0.2 | 0 | -7 | -7

Main list, from the start:
SMILES | iPSC survival up | ABCB6 inh MLPCN | HTR2A ag | Glyco luc inh | Exocytosis inh | Vif inh | aDG glyco up | PDI inh | CaV13 ICDI inh | H9c2 protect
COc1ccccc1C(CNC(=O)c1cccc(S(=O)(=O)N2c3ccccc3CC2C)c1)N(C)C (stereo not given) | -1.5 | 100 | -9 | -2 | -8 | 1 | 0.2 | -5 | -2 | 8
CC1(C(=O)NS(=O)(=O)c2cccc(F)c2)CCN1C(=O)Cc1cc(F)ccc1F (stereo not given) | 0.9 | 103 | 2 | 0 | -1 | 2 | 0.0 | 10 | -11 | -1
COc1cccc(-c2nc(-c3ccccc3)nc(N3CCN(C)CC3)c2C#N)c1 | -0.2 | 105 | -9 | 13 | 1 | -3 | 0.3 | -2 | -6 | 17
CCOCc1nnc(NC(=O)c2c(OC)cccc2OC)s1 | 0.7 | 95 | 2 | 0 | -3 | . | -0.4 | -2 | -5 | -1
Cc1cccc(C)c1NC(=O)C1CCCN1S(=O)(=O)c1ccc2c(c1)n(C)c(=O)c(=O)n2C (stereo not given) | 3.1 | 100 | -2 | 0 | 0 | 9 | 0.3 | . | . | 6
CC(C)N(C(=O)[C@H]1C[C@H](CC(=O)NCc2cccc(C(F)(F)F)c2)C(=O)N2CCc3c([nH]c4ccc(Cl)cc34)[C@]12C)C(C)C | 0.7 | 100 | 1 | -4 | 0 | 5 | 0.5 | -1 | -7 | -18
CCc1ccccc1NC(=O)CCS(=O)(=O)c1ccc(C)cc1 | -0.6 | 103 | -1 | 1 | 0 | -13 | -0.1 | -9 | -3 | 0
Cc1sc2ccccc2c1CNC[C@H]1O[C@@H](n2cnc3c(N)ncnc32)[C@H](O)[C@@H]1O | -3.2 | 99 | -6 | -2 | -2 | 10 | -0.2 | 0 | -7 | -7
CC1CCCN(S(=O)(=O)c2ccc(S(=O)(=O)N3CCCC3)cc2)C1 (stereo not given) | 1.3 | 97 | -3 | 2 | -8 | 9 | 0.0 | -25 | -19 | 5
O=C(COc1ccccc1Cl)NCCNC(=O)c1ccccn1 | 3.4 | 96 | -2 | -2 | 2 | 10 | 0.0 | -3 | -19 | 5
O=C(Nc1cccc(F)c1)c1cccnc1 | -0.3 | 95 | 1 | 1 | -11 | 8 | 0.1 | 9 | -6 | 2
CC(C)(C)C1CCC(=NNC(=O)CN(c2ccccc2)S(C)(=O)=O)CC1 (stereo not given) | 3.3 | 101 | 6 | 1 | -3 | 3 | -0.2 | 9 | -3 | 4
O=C(Nc1nc2ccc(SC(F)F)cc2s1)c1ccc(NS(=O)(=O)c2ccc(F)c(F)c2)cc1 | 1.5 | 101 | 11 | -6 | 76* | 2 | -0.1 | -14 | -4 | -19
COc1cccc(C2CC(=O)NC3=C2C(=O)CCC3)c1 (stereo not given) | 4.3 | 105 | 0 | 4 | -6 | 1 | 0.1 | 3 | -1 | 7
COC(=O)[C@H](CCSC)NC(=O)Nc1ccc(OC)c(Cl)c1 | 1.0 | 98 | 7 | 0 | -5 | 5 | -0.1 | -13 | . | 0
Cc1ccc2c(c1)-c1nc3ccccc3cc1C2=NC1CCCCC1 | -1.3 | 99 | -2 | -2 | 43 | 7 | 0.1 | 1 | -1 | -8
O=C(COc1ccc2ccccc2c1)NNC(=O)c1ccccc1 | -0.6 | 102 | 2 | -1 | -3 | -5 | 0.0 | 4 | -3 | -1
Cc1ccc2nc(-c3ccncc3)cc(-c3ccccc3)c2c1 | 3.3 | 101 | -2 | -7 | 3 | 22 | 0.4 | 2 | -5 | -3
Cn1c(=O)oc2cc(S(=O)(=O)NCCN3CCc4ccccc4C3)ccc21 | 0.2 | 98 | 1 | -4 | 7 | 2 | 0.1 | . | -2 | 15
COc1cc(NC(=O)CN2CC(c3ccccc3)CC2=O)cc(OC)c1 (stereo not given) | -1.5 | 105 | 0 | 0 | -2 | -1 | 0.1 | . | 8 | 0
CCN(C(=O)COC(=O)/C=C/c1nc2ccccc2s1)C1CCS(=O)(=O)C1 (stereo not given) | -0.5 | 96 | -4 | -5 | -2 | 14 | 0.0 | -5 | 2 | 1
COC(=O)c1sccc1NC(=O)Nc1ccc(OC)cc1OC | -0.5 | 96 | 11 | 1 | -4 | -11 | 0.0 | 5 | . | -1
Cc1ccc(C)c(OCCC(=O)OCC(=O)NCc2ccc(F)cc2)c1 | -0.3 | 102 | -1 | 0 | -1 | -2 | -0.1 | -7 | . | 0
CS(=O)(=O)c1ccc(N)cc1 | -0.4 | 105 | 8 | 1 | -7 | -5 | -0.1 | -4 | -3 | -2
O=C(Cc1ccc([N+](=O)[O-])cc1)Nc1cccnc1 | -0.5 | 95 | 1 | 0 | -4 | -2 | 0.0 | -4 | -15 | -3
CC1(c2nnc(-c3ccc(F)cc3)o2)CC(c2ccc(Cl)cc2)=NO1 (stereo not given) | -0.2 | 95 | 8 | 3 | 4 | . | 0.0 | 1 | -5 | -6
Cc1cc(C)nc(SC(C)CNS(=O)(=O)c2ccccc2)n1 (stereo not given) | 0.4 | 101 | -2 | 1 | 1 | -2 | 0.2 | -12 | 9 | 15
O=S1(=O)CC(N2CCN(CC3CC3)CC2)CN1C1CCCCC1 (stereo not given) | 2.4 | 101 | 1 | -3 | 2 | . | -0.3 | . | -11 | 5
O=C(c1cc2nc(-c3ccccc3)cc(-c3ccccc3)n2n1)N1CCCC1 | 0.3 | 87 | 0 | 5 | 0 | 1 | 1.1 | 24 | 4 | 27
NC1=NC[C@@H](Cc2ccc(O)cc2)N1CCc1cccc2ccccc12 | 4.1 | 102 | -6 | 3 | -6 | 4 | 0.1 | 3 | -4 | 7
CCOC(=O)[C@@H]1[C@H]2COc3cc(OC)ccc3[C@@H]2N2C(=O)N(c3ccc(Cl)cc3)C(=O)[C@]12C | 5.5 | 93 | -2 | -2 | 6 | -9 | 0.0 | 7 | -11 | 2
N#CCCN(C(=O)CSc1ncccn1)c1ccc2c(c1)OCCO2 | -0.4 | 98 | -5 | 0 | 8 | -5 | 0.0 | -42 | -6 | -1
CCCN1CCN(S(=O)(=O)c2cn(C)nc2C)CC1 | -0.4 | 107 | 3 | -1 | -1 | 1 | 0.0 | -2 | -12 | 2
O=C(Cn1c(CO)nc2ccccc21)Nc1ccccc1Cl | -0.7 | 102 | 11 | 1 | 9 | -1 | -0.1 | -2 | -5 | 4
Cc1ccc(S(=O)(=O)N2CCN(C)CC2)cc1C | -0.7 | 97 | -1 | 4 | -2 | 1 | 0.0 | 0 | 0 | 6
C=C(CCO)C1=CCN(S(=O)(=O)C(C)(C)C)[C@@H]1CCO | -3.3 | 98 | 1 | 0 | -2 | . | 0.2 | -5 | -10 | -2
COc1ccc(S(=O)(=O)N2CCC(NC(=O)C3CCCCC3)CC2)cc1 | 0.1 | 95 | 1 | 1 | 0 | 10 | -0.1 | 5 | -4 | -10
COc1ccc(CCNC(=O)CS(=O)Cc2nc(-c3cccs3)oc2C)cc1OC (stereo not given) | 0.2 | 94 | 2 | 0 | 1 | 8 | -0.1 | 8 | -5 | -4
O=C(Nc1ccc(F)cc1Cl)C1=COCCO1 | 0.1 | 100 | -2 | 0 | 3 | 6 | -0.2 | -3 | -6 | 5
CCOC(=O)c1sc(NC(=O)CCCCl)nc1C | -1.0 | 103 | 1 | 1 | 3 | -8 | 0.0 | 4 | -4 | 11
CCOC(=O)C(C(=O)OCC)C(Nc1ccccc1)c1ccccc1 (stereo not given) | -3.1 | 101 | 2 | 6 | -1 | -38 | -0.2 | 3 | -3 | 2
Nc1cccnc1Sc1ccc([N+](=O)[O-])cn1 | -0.7 | 105 | 1 | 9 | 0 | 5 | -0.1 | 13 | -5 | -1
O=C(NCCN1CCOCC1)c1ccc2c(c1)N(Cc1ccccc1F)C(=O)c1ccccc1S2 | -0.1 | 104 | 0 | -1 | -2 | -4 | 0.1 | 11 | -9 | 8
CCN(CC)C(=O)/C(=C\c1ccc(Br)cc1)NC(=O)c1ccccc1OC | -0.8 | 98 | -3 | 4 | 1 | -2 | -0.1 | 9 | -12 | 4
CC(=O)c1cccc(NS(=O)(=O)c2cc3c(cc2C)NC(=O)CO3)c1 | -0.1 | 100 | -3 | -3 | 0 | -3 | 0.1 | 4 | -2 | 1
Cc1ccc(NC(=O)CCn2cccc2)cc1C | 2.3 | 85 | -5 | -1 | -4 | 20 | -0.1 | 2 | 25 | 6
CN(CCC#N)S(=O)(=O)c1ccc2[nH]cc(C(=O)NCCc3ccccc3)c(=O)c2c1 | -1.0 | 98 | -6 | -1 | 0 | 3 | -0.1 | -5 | -4 | -4
CC(C)(C)[C@H]1COC(=O)[C@@H](NC(=O)OCC2c3ccccc3-c3ccccc32)C/C=C\C[C@@H](CC(=O)N[C@@H](CO)Cc2ccccc2)C(=O)N1 | -2.0 | 100 | -4 | 3 | -1 | 1 | -0.2 | 5 | -10 | -20
Cc1cc(C)c(NC(=O)CSCc2c(C)noc2C)c(Cl)c1 | 0.1 | 103 | -8 | 2 | -5 | -4 | 0.1 | -6 | -2 | -5

Outcome played no part in choosing rows; overall some 3.1% were active at least once.
